Screens as filed in PubChem BioAssay.
IDH1 R132H inh = blocks human mutant IDH1 R132H enzyme; O75874; IDH1-R132H enzyme, NADPH consumption, diaphorase/resazurin fluorescence; Potency, µM (highest dose often 76.6 µM), inactives show at the highest dose activity change, negative = inhibition, actives largely listed as inhibitors; 0.093% of 390,000 active; AID 602179; also: % is scaled to controls: 0 for no effect and ±100 for the full control effect; nearly all actives have a fitted effect of over 65% in size
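IDH1-R132H (0.5 ug/mL) preincubated 30 min with compound, then NADPH (0.016 mM) and alpha-KG (2 mM) added; 80 min at RT, pH 7.5. Remaining NADPH coupled via diaphorase/resazurin to fluorescence (540/590 nm); concentration-response curves normalized to no-enzyme control.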
Vif-APOBEC3F blk = inhibitors of Vif-A3F interaction; HeLa A3F-eYFP + Vif (tagged APOBEC3F with the HIV-1 protein that degrades it), YFP fluorescence increase; 0.2% of 390,000 active; Potency, µM (top dose mostly 46.1 µM), for the others: at the top dose activity, negative = active; also: % of control where 0% means no effect; nearly all actives have a fitted effect of over 65% in size
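HeLa cells stably expressing A3F-eYFP plus Vif, plated and incubated overnight at 37 deg C, then exposed to compounds overnight at 37 deg C. Blocked degradation read as raised yellow fluorescence (Ex 488/Em 500-530).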
TrxR1 substrate = is turned over as a substrate by rat TrxR1. O89049. purified TrxR1 substrate turnover, NADPH consumption readout. Potency, µM (top dose mostly 114 µM), without a hit: top-dose activity change, negative = substrate turnover. 0.01% of 390,000 active; also: % is scaled to controls: 0 for no effect and ±100 for the full control effect; nearly all actives have a fitted effect of over 50% in size
Target sequence (O89049 whole entry, looked up): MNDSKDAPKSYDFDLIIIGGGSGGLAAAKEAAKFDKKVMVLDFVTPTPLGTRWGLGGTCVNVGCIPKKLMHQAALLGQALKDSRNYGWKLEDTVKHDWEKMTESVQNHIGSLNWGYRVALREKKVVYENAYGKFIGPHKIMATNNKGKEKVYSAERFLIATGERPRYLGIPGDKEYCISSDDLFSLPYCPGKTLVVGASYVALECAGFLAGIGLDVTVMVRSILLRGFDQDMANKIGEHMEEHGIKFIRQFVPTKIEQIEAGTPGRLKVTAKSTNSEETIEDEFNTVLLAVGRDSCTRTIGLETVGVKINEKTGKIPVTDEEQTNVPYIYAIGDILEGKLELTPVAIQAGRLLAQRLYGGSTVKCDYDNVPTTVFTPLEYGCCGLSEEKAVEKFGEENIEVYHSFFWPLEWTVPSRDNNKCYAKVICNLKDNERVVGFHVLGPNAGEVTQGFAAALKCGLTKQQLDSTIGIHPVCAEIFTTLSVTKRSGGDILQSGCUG
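Rat TrxR1, dispensed at 90 nM, was prereduced with 400 uM NADPH (final) for 5 min at ~22 deg C, then incubated with compound 15 min before 400 uM selenite. A first-read NADPH fluorescence drop versus no-compound background flagged substrates.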
Vif-APOBEC3G blk = Vif-A3G binding inhibition; HeLa A3G-eYFP + Vif (tagged APOBEC3G with the HIV-1 protein that degrades it), YFP fluorescence, overnight; 0.076% of 410,000 active; AID 602310; Q9HC16; Potency, µM (titrated, usually from 46.1 µM), inactives show at the highest dose activity, negative = active, most hits filed as inhibitors;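 also: % is scaled to controls: 0 for no effect and ±100 for the full control effect; nearly all actives have a fitted effect of over 60% in size; hits raise eYFP signal because A3G escapes Vif-driven loss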
Target sequence (Q9HC16 whole entry, looked up): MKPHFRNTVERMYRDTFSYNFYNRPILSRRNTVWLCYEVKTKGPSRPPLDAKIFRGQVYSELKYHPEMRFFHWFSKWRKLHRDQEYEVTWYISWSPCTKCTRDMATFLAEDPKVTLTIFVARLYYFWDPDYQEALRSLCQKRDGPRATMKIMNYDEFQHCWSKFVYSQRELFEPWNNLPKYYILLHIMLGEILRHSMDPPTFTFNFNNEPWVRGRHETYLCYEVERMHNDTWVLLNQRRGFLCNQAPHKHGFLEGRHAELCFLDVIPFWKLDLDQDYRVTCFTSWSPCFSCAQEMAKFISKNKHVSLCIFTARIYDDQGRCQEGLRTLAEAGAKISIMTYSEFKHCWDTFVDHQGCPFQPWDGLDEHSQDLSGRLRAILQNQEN
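Read-out is eYFP fluorescence (Ex 488/Em 500-530) from Vif-expressing HeLa A3G-eYFP cells; more signal means A3G escaped Vif-mediated degradation. Cells plated overnight, compound pinned in, incubated overnight at 37 deg C.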
ALOX12 inh = blocks human arachidonate 12S-lipoxygenase | purified 12hLO, xylenol orange hydroperoxide absorbance | 1.1% of 580,000 active | Potency, µM (highest dose often 108 µM), without a hit: top-dose activity change, negative = inhibition, most hits filed as inhibitors | P18054; also: % is scaled to controls: 0 for no effect and ±100 for the full control effect
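Purified human 12hLO at 150 nM in 25 mM Hepes, 0.01% Triton X-100, pH 7.0, preincubated 15 min at room temperature with compound. Reaction started with 40 uM arachidonic acid, 30 min at room temperature. Hydroperoxide measured by Fe-xylenol orange, 573/405 nm absorbance ratio.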
RGS4 inhibitor = human RGS4 inhibition; P49798; Transcreener GDP fluorescence polarization, RGS4-accelerated GTP hydrolysis; Potency, µM (series often up to 114 µM), inactives show top-dose activity change, negative = inhibition, usual class: inhibitors; 0.039% of 390,000 active; AID 504845; also: % is scaled to controls: 0 for no effect and ±100 for the full control effect; nearly all actives have a fitted effect of over 75% in size; some results filed as inactive show a strong effect at the top dose
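MLSMR compounds (23 nl, pin-transferred) preincubated 10 min at room temperature with a 500nM (2x) first reagent, then RGS4 at 900nM (2x) plus Transcreener GDP mix added; fluorescence polarization (620/688 nm) read before and after 90 min at 30 °C.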
USP1 inh = USP1/UAF1 (human) deubiquitinase inhibition. O94782. recombinant USP1/UAF1, Ub-Rhodamine cleavage fluorescence. Potency, µM (top dose mostly 57.1 µM), inactives show top-dose activity change, negative = inhibition, usual class: inhibitors. 0.23% of 390,000 active. AID 743255; also: % is scaled to controls: 0 for no effect and ±100 for the full control effect; nearly all actives have a fitted effect of over 60% in size; inactives centre near -12
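USP1/UAF1 complex (1 nM) preincubated 15 min at room temperature with compound, then Ub-Rho substrate (150 nM final) added. Kinetic fluorescence at 480/540 nm over 6 reads at 60 s intervals; 50 mM HEPES pH 7.8, 0.5 mM EDTA, 0.1 mg/ml BSA, 1 mM TCEP, 0.01% Tween-20.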
RXFP1 ag = agonists of human relaxin receptor RXFP1. Q9HBX9. HEK293T-RXFP1 cAMP TR-FRET, 30 min; response scale: percent of porcine relaxin response, buffer zero. Potency, µM (highest dose often 57.5 µM), for inactives: top-dose activation, actives largely listed as activators. 0.3% of 370,000 active. AID 2676; also: % is scaled to controls: 0 for no effect and ±100 for the full control effect; nearly all actives have a fitted effect of over 60% in size; many of its hits are not listed in these tables
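Agonist response is measured as cAMP accumulation in an RXFP1-transfected HEK293T line under PDE4 inhibition. Values are scaled between buffer-only and 29 nM porcine relaxin, and EC50s come from standard Hill equation fits.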
TrxR1 inh = inhibitors of rat thioredoxin reductase 1 | Potency, µM (titrated, usually from 114 µM), for the others: top-dose activity change, negative = inhibition, actives largely listed as inhibitors | recombinant rTrxR1, NADPH fluorescence consumption, selenite substrate | 1% of 390,000 active | O89049; also: % is scaled to controls: 0 for no effect and ±100 for the full control effect; nearly all actives have a fitted effect of over 65% in size
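Rat TrxR1 (90 nM in the dispensed reagent) was pre-reduced with 400 uM NADPH for 5 min at room temperature, then incubated with compound for 15 min. After 400 uM selenite was added, NADPH fluorescence (Ex 340/Em 450 nm) was followed for 8 min.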
* hit, by the source's call; [ ] = another dose, or the depositor's remark. Calls follow the shape of the dose curve; as a rule, active = well fitted curve in the direction sought with a large enough effect; inconclusive = small, poorly fitted or top-dose-only effect, or another doubt; inactive = no such curve, though single readings can be large; an effect the other way counts as inactive or inconclusive. Potency is read from the fitted curve at half-maximal effect. An excerpt; count on the stated rates, not on these rows.

Results for COc1cc(CNn2nnnc2N)cc(Br)c1OCc1c(Cl)cccc1Cl ?
IDH1 R132H inh: 8%; Vif-APOBEC3F blk: 6%; TrxR1 substrate: 9%; Vif-APOBEC3G blk: 0%; ALOX12 inh: 0%; RGS4 inhibitor: -26%; USP1 inh: -24%; RXFP1 ag: 0.6%; TrxR1 inh: 16%

Results for Cc1cc(SCC(=O)NCc2ccc(Cl)cc2)nc(=O)[nH]1 ?
IDH1 R132H inh: -9%; Vif-APOBEC3F blk: -7%; TrxR1 substrate: 3%[57.1 µM]; Vif-APOBEC3G blk: -2%; ALOX12 inh: -14%; RGS4 inhibitor: -26%; USP1 inh: -4%; RXFP1 ag: -1.7%; TrxR1 inh: 18%[57.1 µM]

How did Cc1ccc(S(=O)(=O)N2CCCCC2)cc1NC(=O)COC(=O)C1CC2C=CC1C2 (stereo not given) do in these assays?
IDH1 R132H inh: -1%; Vif-APOBEC3F blk: -4%; TrxR1 substrate: 34%; Vif-APOBEC3G blk: 2%; ALOX12 inh: 12%; RGS4 inhibitor: 8%; USP1 inh: -23%; RXFP1 ag: 0.8%; TrxR1 inh: 17%[57.1 µM]

How did CC(C)(C)OC(=O)N[C@@H](Cc1ccccc1)C(=O)N1CCC(C(=O)NCC(=O)O)CC1 do in these assays?
IDH1 R132H inh: 6%; Vif-APOBEC3F blk: 15%; TrxR1 substrate: 6%[57.1 µM]; Vif-APOBEC3G blk: 1%; ALOX12 inh: 4%; RGS4 inhibitor: -10%; USP1 inh: -2%; RXFP1 ag: 0.7%; TrxR1 inh: 9%[57.1 µM]

What do the screens show for `CCOc1ncccc1C(=O)OCC(=O)NCc1ccc2c(c1)OCO2`?
IDH1 R132H inh: -3%; Vif-APOBEC3F blk: 10%; TrxR1 substrate: -8%[57.1 µM]; Vif-APOBEC3G blk: 0%; ALOX12 inh: inconclusive; RGS4 inhibitor: 20%; USP1 inh: -6%; RXFP1 ag: -0.5%; TrxR1 inh: -12%[57.1 µM]

How did Cc1cc(=O)[nH]c2c(C)cc(S(=O)(=O)N3CCOCC3)cc12 do in these assays?
IDH1 R132H inh: 0%; Vif-APOBEC3F blk: 0%; TrxR1 substrate: 9%; Vif-APOBEC3G blk: 1%; ALOX12 inh: inactive; RGS4 inhibitor: -4%; USP1 inh: -18%; TrxR1 inh: 21%

How did Nc1c(S(=O)(=O)c2cccs2)c2nc3ccccc3nc2n1CC1CCCO1 (stereo not given) do in these assays?
IDH1 R132H inh: -5%; Vif-APOBEC3F blk: 2%; TrxR1 substrate: 462%[activator]; Vif-APOBEC3G blk: 2%; ALOX12 inh: -6%; RGS4 inhibitor: 4%; USP1 inh: 0%; RXFP1 ag: 0.2%; TrxR1 inh: -16%

What do the screens show for `CCOc1ccc(CCNC(=O)Cc2ccc(NC(=O)C3=C(C)OCCS3)cc2)cc1`?
IDH1 R132H inh: 1%; Vif-APOBEC3F blk: 7%; TrxR1 substrate: -4%; Vif-APOBEC3G blk: 0%; ALOX12 inh: 2%; RGS4 inhibitor: 8%; USP1 inh: -6%; RXFP1 ag: 1.0%; TrxR1 inh: 12%

What do the screens show for `COc1cc(OC)cc(C(=O)Nc2ccc3nc(N4CCC(C)CC4)cc(C)c3c2)c1`?
IDH1 R132H inh: -5%; Vif-APOBEC3F blk: -3%; TrxR1 substrate: 6%[2.29 µM]; Vif-APOBEC3G blk: 1%; ALOX12 inh: -19%; RGS4 inhibitor: -11%; USP1 inh: -12%; RXFP1 ag: -1.3%; TrxR1 inh: 26%

Results for Cc1cc(C)cc(NC(=O)Cn2nnc(-c3ccccc3F)n2)c1 ?
IDH1 R132H inh: 21%; Vif-APOBEC3F blk: -11%; TrxR1 substrate: 3%[57.1 µM]; Vif-APOBEC3G blk: -4%; ALOX12 inh: 0%; RGS4 inhibitor: 5%; USP1 inh: -23%; RXFP1 ag: -0.2%; TrxR1 inh: 2%[57.1 µM]

How did COc1ccc(OCC(O)Cn2c(NCCO)nc3c2c(=O)n(C)c(=O)n3C)cc1 (stereo not given) do in these assays?
IDH1 R132H inh: 13%; Vif-APOBEC3F blk: 0%; TrxR1 substrate: 7%; Vif-APOBEC3G blk: 8%; ALOX12 inh: inconclusive; RGS4 inhibitor: 10%; USP1 inh: inconclusive; RXFP1 ag: 15%; TrxR1 inh: 16%

Results for CNc1ccccc1-c1nc2ccccc2n(C)c1=O ?
IDH1 R132H inh: 0%; Vif-APOBEC3F blk: -3%; TrxR1 substrate: -8%; Vif-APOBEC3G blk: 2%; ALOX12 inh: -8%; RGS4 inhibitor: -1%; USP1 inh: -21%; RXFP1 ag: -2.4%; TrxR1 inh: -8%

What do the screens show for `CN1C(=O)C(=O)/C(=C(/O)c2ccccc2)C1c1ccc([N+](=O)[O-])cc1` (stereo not given)?
IDH1 R132H inh: 0%; Vif-APOBEC3F blk: -1%; TrxR1 substrate: -11%; Vif-APOBEC3G blk: 0%; ALOX12 inh: inconclusive; RGS4 inhibitor: -11%; USP1 inh: -15%; RXFP1 ag: -2.0%; TrxR1 inh: -3%

How did COc1ccc(NC(=O)C2CCC(CNc3c(N4CCCCC4)c(=O)c3=O)CC2)c(OC)c1 (stereo not given) do in these assays?
IDH1 R132H inh: -7%; Vif-APOBEC3F blk: -1%; TrxR1 substrate: -8%; Vif-APOBEC3G blk: -3%; ALOX12 inh: -6%; RGS4 inhibitor: 14%; USP1 inh: -6%; RXFP1 ag: 1.6%; TrxR1 inh: 7%

How did Cn1c(SCc2n[nH]c(=S)o2)nnc1-c1ccccc1 do in these assays?
IDH1 R132H inh: 1%; Vif-APOBEC3F blk: 6%; TrxR1 substrate: 1%; Vif-APOBEC3G blk: 2%; ALOX12 inh: -11%; RGS4 inhibitor: -24%; USP1 inh: -16%; RXFP1 ag: 3.2%; TrxR1 inh: 1%

Results for COc1ccc(C(=O)N/C(=C\c2ccc(-c3cccc([N+](=O)[O-])c3)o2)C(=O)NCCCN2CCOCC2)cc1 ?
IDH1 R132H inh: 4%; Vif-APOBEC3F blk: -16%; Vif-APOBEC3G blk: -5%; ALOX12 inh: inconclusive; USP1 inh: -29%

What do the screens show for `CC(=O)Cc1nsc(Nc2cccc(C)c2)n1`?
IDH1 R132H inh: -3%; Vif-APOBEC3F blk: 0%; TrxR1 substrate: 3%[57.1 µM]; Vif-APOBEC3G blk: 1%; ALOX12 inh: 1%; RGS4 inhibitor: -53%; USP1 inh: 0%; RXFP1 ag: -1.3%; TrxR1 inh: -22%

Results for COc1cccc(-c2sc3cc(OC)c(OC)cc3c2-c2ccc(OCCN3CCCCC3)cc2)c1 ?
IDH1 R132H inh: -12%; Vif-APOBEC3F blk: 6%; TrxR1 substrate: 4%; Vif-APOBEC3G blk: -4%; RGS4 inhibitor: -1%; USP1 inh: -16%; TrxR1 inh: 18%

Results for Cc1ccc(C(=O)N2CCC(C(=O)NCc3cccnc3)CC2)cc1 ?
IDH1 R132H inh: 6%; Vif-APOBEC3F blk: 8%; TrxR1 substrate: -6%[57.1 µM]; Vif-APOBEC3G blk: -1%; ALOX12 inh: -7%; RGS4 inhibitor: 10%[11.4 µM]; USP1 inh: -17%; RXFP1 ag: -0.7%; TrxR1 inh: 15%[57.1 µM]

Results for Cc1ccc(N2NC(=O)/C(=C/C=C/c3ccco3)C2=O)cc1C ?
IDH1 R132H inh: -1%; Vif-APOBEC3F blk: inconclusive; TrxR1 substrate: -5%[57.1 µM]; Vif-APOBEC3G blk: 1%; ALOX12 inh: 40µM*; RGS4 inhibitor: -22%; USP1 inh: -16%; RXFP1 ag: 1.6%; TrxR1 inh: -6%[57.1 µM]

Results for Cc1cc(C)c(NC(=O)C(C)n2nc(C)c3sc4ccccc4c3c2=O)c(C)c1 (stereo not given) ?
IDH1 R132H inh: -3%; Vif-APOBEC3F blk: 5%; TrxR1 substrate: 11%; Vif-APOBEC3G blk: 1%; ALOX12 inh: 0%; RGS4 inhibitor: -18%; USP1 inh: -9%; RXFP1 ag: -0.3%; TrxR1 inh: 24%

What do the screens show for `CCc1ccc2oc(-c3cc(NC(=O)c4cccs4)ccc3Cl)nc2c1`?
IDH1 R132H inh: 2%; Vif-APOBEC3F blk: -3%; TrxR1 substrate: 7%; Vif-APOBEC3G blk: -5%; ALOX12 inh: -30%; RGS4 inhibitor: -4%; USP1 inh: -23%; RXFP1 ag: 2.0%; TrxR1 inh: 16%

How did Cc1ccc(S(=O)(=O)CCSc2nccn2C)cc1 do in these assays?
IDH1 R132H inh: 0%; Vif-APOBEC3F blk: 0%; TrxR1 substrate: -5%; Vif-APOBEC3G blk: -1%; ALOX12 inh: 35%; RGS4 inhibitor: 2%; USP1 inh: -22%; RXFP1 ag: 0.4%; TrxR1 inh: -12%
